EP2 antag = EP2 receptor (human) inhibition; 0.52% of 260,000 active; C6 glioma cells expressing human EP2, cAMP TR-FRET; cells stimulated with saturating PGE2; P43116; inhibition, % at 25 µM;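 active means percent inhibition above 40 after rounding to a whole number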;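 further: rat C6 glioma host cells with rolipram phosphodiesterase inhibitor present; the protocol text gives 20 µM as final concentration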
Target sequence (P43116 whole entry, looked up): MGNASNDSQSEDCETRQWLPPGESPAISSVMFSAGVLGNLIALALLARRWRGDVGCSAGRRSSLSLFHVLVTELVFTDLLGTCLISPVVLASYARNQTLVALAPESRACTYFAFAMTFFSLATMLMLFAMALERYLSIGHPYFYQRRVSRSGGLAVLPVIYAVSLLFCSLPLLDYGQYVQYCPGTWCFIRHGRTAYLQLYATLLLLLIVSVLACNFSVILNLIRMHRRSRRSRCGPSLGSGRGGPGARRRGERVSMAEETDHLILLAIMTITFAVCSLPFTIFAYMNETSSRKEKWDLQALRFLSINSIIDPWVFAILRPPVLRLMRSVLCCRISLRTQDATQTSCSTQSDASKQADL
EP2 mod = modulators of human EP2 prostaglandin E2 receptor | P43116 | EP2-expressing cells, cAMP HTRF FRET, PGE2 co-stimulation | induction, % at 25 µM | 0.83% of 260,000 active | AID 940;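 active means compounds whose cAMP rise, as percent of the full-agonist control response, exceeds 60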;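 further: rat C6 glioma line stably carrying human EP2 under a CMV promoter; the protocol text gives 20 µM as final concentration; 100% = response of wells given 1 µM PGE2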
* = called active by the depositor; & = joins results of further samples.

SMILES	EP2 antag	EP2 mod
CCCOc1ccc(Cn2c(C(C)O)nc3ccccc32)cc1 (stereo unspecified)	10	1
CCN(CC)CCN(Cc1cc2cc(OC)ccc2[nH]c1=O)C(=S)NC1CCCCC1	23	-57
CCOCc1nnc(NC(=O)c2cnc(SC)nc2)s1	4	-14
COCCn1c(SCC(=O)Nc2cccc3ccccc23)nnc1-c1cc2ccccc2cc1O	7	-57
Cc1ccc2[nH]c(=O)c(CN(Cc3cccnc3)C(=O)Nc3ccc(Cl)cc3)cc2c1	14	-31
COC(=O)c1ccc(S(=O)(=O)NCc2ccco2)cc1	6	-37
COc1cccc(OC(=O)CSc2nc3sc4c(c3c(=O)n2C)CCCC4)c1	9	-14
N#Cc1cc2c(nc1SCC(=O)Nc1ccc3ccccc3c1)CCCC2	15	6
COc1cc(/C=C/C(=O)O)ccc1O	16&12	10
COc1ccc2[nH]c(=O)c(CN(Cc3cccs3)Cc3nnnn3CC3CCCO3)cc2c1 (stereo unspecified)	8	-3
COc1ccc2cc(CN(CCCO)S(=O)(=O)c3c(C)cc(C)cc3C)c(=O)[nH]c2c1	13	-1
CC12C=CC3(O1)C(C(=O)N(CC1CCCO1)C3C(=O)NC1CCCCC1)C2C(=O)Nc1ccccc1 (stereo unspecified)	23	-9

An excerpt of these results, as a markdown table.
| Compound | EP2 antag | EP2 mod |
| --- | --- | --- |
| N#Cc1cc2c(nc1SCC(=O)Nc1ccc3ccccc3c1)CCCC2 | 15 | 6 |
| COCCn1c(SCC(=O)Nc2cccc3ccccc23)nnc1-c1cc2ccccc2cc1O | 7 | -57 |
| COc1ccc2[nH]c(=O)c(CN(Cc3cccs3)Cc3nnnn3CC3CCCO3)cc2c1 (stereo unspecified) | 8 | -3 |
| CCOCc1nnc(NC(=O)c2cnc(SC)nc2)s1 | 4 | -14 |
| COc1cc(/C=C/C(=O)O)ccc1O | 16&12 | 10 |
| COC(=O)c1ccc(S(=O)(=O)NCc2ccco2)cc1 | 6 | -37 |

Later entries
SMILES	EP2 antag	EP2 mod
CC1=NNC(c2ccccc2)=C(C#N)C1	4	-11
CCc1ccc2[nH]c(=O)c(CN(CCCN3CCOCC3)C(=S)NCCOC)cc2c1	5	-10
CCn1c(=O)oc2cc(S(=O)(=O)N3CCCC(c4ccccc4)C3)c(Cl)cc21 (stereo unspecified)	4	-70
CC(=O)Nc1cc(CN2CCCCC2)c(O)c2ncccc12	7	16
Cc1ccc(N(CC(=O)NCC2CCCO2)C(=O)CCC(=O)Nc2cc(C)on2)cc1 (stereo unspecified)	6	-13
CCN(C(=O)c1ccco1)c1nc(-c2ccc(OC)cc2)cs1	13	26
CCc1nc2sc3c(c2c2nnc(SCC(=O)NNC(C)=O)n12)CCC(C)C3 (stereo unspecified)	9	-14
CCOc1ccc(NC(=O)N2CCCC2C(=O)Nc2c(OC)cccc2OC)cc1 (stereo unspecified)	14	17
O=C1CC[C@@H](NCc2cccs2)[C@H](c2cc(F)cc(F)c2)N1	2	1
CCOc1ccc2[nH]c(=O)c(CN(C(=O)Nc3ccc(F)cc3)C3CCCC3)cc2c1	17	-16
CCn1ccc(C(=O)Nc2sc(C(=O)OC)c(C)c2C(=O)OC)n1	6	-13
Cc1sc(NC(=O)CN2CCN(C(=O)/C=C/c3ccccc3)CC2)c(C(N)=O)c1C	23	-16
O=C(NC1CCCCC1)C1CCN(C(=O)c2ccccc2Cl)CC1	12	-10
Cc1nc2c(Cl)cccc2c2c1CC(C)S2 (stereo unspecified)	13	-39
CCOc1cc(S(=O)(=O)NCc2cccc(OC)c2)c(OCC)cc1-n1cnnn1	4	16
O=C(Cc1ccc2c(c1)OCO2)NC1(c2ccc(F)cc2)CCCC1	1	-19
CN1C(=O)c2cccc3c(S(=O)(=O)Nc4ccccc4F)ccc1c23	7	-8
CCn1cc(CN(C)C(=O)CSc2nc(-c3cccs3)cc(C(F)(F)F)n2)c(C)n1	18	13
O=C(N1CCC(O)(c2ccc(F)cc2)CC1)C(F)(F)F	7	-23
CCn1c(SCC(=O)Nc2cc(C)ccc2C)nc2ccccc21	12	53
[Cu].[NH-][C@H](CC(=O)O)C(=O)O.[NH-][C@H](CC(=O)O)C(=O)O	17	-20
Cc1[nH]c(N)nc(=S)c1CCC(=O)O	11	-24
C=C1CCO[C@@]2([C@H](O)[C@@](C)(O)CO)NC(=O)[C@]1(O)NC2=O	13	-8
COc1cc(NC(=O)Cn2nnc(-c3ccc(C)cc3-n3cnnn3)n2)cc(OC)c1	3	-109
CCC(C)OC(=O)Cn1cnc2scc(-c3ccccc3)c2c1=O (stereo unspecified)	5	-24
COc1ccccc1CN(CCCn1ccnc1)Cc1ccc(F)c(F)c1	3	25
Cc1cccc(OCC(=O)N2CCN(c3ccccn3)CC2)c1C	2	-46
CCC(c1nnnn1C(C)(C)C)N(Cc1cc2cc(C)ccc2[nH]c1=O)C1CCCCC1 (stereo unspecified)	17	75*
CCn1c(SCC(=O)Nc2ccc(C(=O)OC)cc2)nnc1-c1cccnc1	17	-8
O=C(COc1ncnc2ccccc12)Nc1nnc(Cc2cccc(F)c2)s1	4	-37
O=C(O)c1ccccc1CN1CCC[C@@H](C(=O)O)C1	48*	3
O=C(Cn1nc(-c2ccncc2)oc1=O)N1CCCCC1	6	-11
O=C(CSc1nnc(-c2ccco2)n1Cc1ccco1)NCc1ccco1	6	7
NC(=O)c1c(NC(=O)c2cc(-c3ccccc3)on2)sc2c1CCCC2	4	-23
O=C(Cc1ccccc1Cl)NCCN1CCC(O)(c2cccc(F)c2)CC1	9	-1
CC(=O)CN1CCC(O)(c2ccc3c(c2)OCO3)CC1	5	-41
COc1ccc(CN2CCc3c(nc(N4CCCCC4C)[nH]c3=O)C2)cc1O (stereo unspecified)	11	-47
CCO/C(=C/c1sc2ccccc2[n+]1CC)CC	14	-6
COCCn1c(SCC(=O)N2CCCC2)nnc1-c1cc2c(C)nn(-c3ccccc3)c2s1	9	4
Cc1ccc(N(CC(=O)N2CCCCC2)S(C)(=O)=O)c(C)c1	12	-5
COC(=O)c1sc2ncn(Cc3ccc(C)cc3)c(=O)c2c1C	5	3
N#Cc1cc2ccccc2nc1SCC(=O)Nc1ccccc1	17	15
COc1ccc2[nH]c3nc(SCC(=O)N4CCCCC4)nnc3c2c1	9	-14
Cc1cccc(NC(=O)CSc2nnc3c4c(C)c(C)sc4nc(C(C)C)n23)c1	11	7
CCOC(=O)c1c(CN2CCOCC2)nc2ccc(Cl)cc2c1-c1ccccc1	4	23
CC(C)(C)N(Cc1ccccc1)C(=O)CCN1C(=O)/C(=C/c2ccc3c(c2)OCO3)SC1=S	5	-49
Cc1nnc(NC(=O)CSc2ncccc2-c2nc3ccccc3[nH]2)s1	31	-27
Cc1ccccc1N(C(=O)c1ccco1)C(C(=O)NC1CCCC1)c1ccco1 (stereo unspecified)	10	15
CC(=O)N(CC(=O)Nc1sc2c(c1C(N)=O)CCCC2)C1CCCC1	8	-3
ClC(Cl)(Cl)C(N1CCN(c2ccccc2)CC1)N1CCN(c2ccccc2)CC1	47*	-10
CCN(CC)c1ccc2c(C)c(I)c(=O)oc2c1	11	-33
N=C(N)c1ccc(N=Nc2c(O)ccc3c2[nH]c2ccccc23)cc1	51*	-23
N#Cc1ccccc1NC(=O)CNCC1CCCO1 (stereo unspecified)	7	-2
CC(C)n1nnnc1C(c1ccccc1F)N1CCN(C)CC1 (stereo unspecified)	1	-5
COCCCN1C(=O)C(O)=C(C(=O)c2ccco2)C1c1cccc(OC)c1 (stereo unspecified)	15	17
CC(=O)Cn1c(CN2CCOCC2)nc2c1c(=O)n(C)c(=O)n2C	10	-16
C=CCNc1nc2c(c(=O)[nH]c(=O)n2C)n1CCOc1ccccc1	6	-45
CCc1ccc2[nH]c(=O)c(CN(Cc3ccccc3)C(=S)NC3CCCCC3)cc2c1	6	-70
CCC(=O)Nc1ccc(N2CCN(C(=O)C(C)C)CC2)cc1	6	-20
NS(=O)(=O)c1ccc(N=Nc2ccc[nH]c2=O)cc1	8	-16

(further entries)
SMILES	EP2 antag	EP2 mod
CCOCCCNC(=S)N(Cc1ccccc1)Cc1cc2cc(C)c(C)cc2[nH]c1=O	15	45
O=C(c1cccnc1)C1CCN(C(=O)Cc2c(F)cccc2Cl)CC1	4	-7
COc1ccc2c(c1)OC1(CCN(CC(O)c3ccc(C)c(C)c3)CC1)CC2O (stereo unspecified)	8	-76
CC(C)(C)C1=NN(CC(=O)N2CCNC(=O)C2)C(=O)c2cc3ccccc3n2C1	12	-25
Cc1nn(CC(=O)NCc2cccs2)c(=O)c2cc3occc3n12	9	-20
COc1ccc(C)cc1NC(=O)CSc1nnc(-c2ccncc2)n1C	12	2
Cc1cc2c(cc1C)C(O)CC1(CCN(CC(O)c3cn(C)c4ccccc34)CC1)O2 (stereo unspecified)	6	-78
Cc1ccc2[nH]c(=O)c(CN(C(=S)Nc3ccc(F)cc3)C3CCCCC3)cc2c1	9	-60
COc1ccccc1NC(=O)N1CCC2(CC1)OCCO2	7	17
Cc1cc(C)cc(NC(=O)CSc2nnnn2-c2ccc3c(c2)OCCO3)c1	10	-23
COc1ccc(-c2nnc(SCC(=O)Nc3ccc(C)cc3)n2C)cc1OC	5	3
CCCn1c(NCc2ccc(OC)c(OC)c2)nc2ccccc21	6	-29

The closing three records of the section before open the next one.
SMILES	EP2 antag	EP2 mod
Cc1cc(C)cc(NC(=O)CSc2nnnn2-c2ccc3c(c2)OCCO3)c1	10	-23
COc1ccc(-c2nnc(SCC(=O)Nc3ccc(C)cc3)n2C)cc1OC	5	3
CCCn1c(NCc2ccc(OC)c(OC)c2)nc2ccccc21	6	-29
Nc1ncnc2c1ncn2[C@H]1O[C@@H](C(=O)O)[C@H](O)[C@H]1O	10	8
Cc1nn(CC(=O)N2C3CCC2CC(c2ccc(F)cc2)C3)c(=O)c2ccccc12 (stereo unspecified)	10	-52
CC(=O)O[C@H]1CC[C@]2(C)C3=CC(=O)[C@@]4(C)C(C[C@@H]5OC6(OCC(C)CC6Br)[C@@H](C)[C@@H]54)C3CC[C@H]2C1 (stereo partly specified)	7	-4
Cn1c(=O)oc2cc(S(=O)(=O)NCCN3CCc4ccccc43)ccc21	5	-58
O=C(CSc1n[nH]c(-c2ccncc2)n1)Nc1ccc(Cl)cc1	4	-14
CCn1c(SCC(=O)NCc2ccccc2)nnc1C1CC1	6	-28
CCC(c1nnnn1C1CCCC1)N(Cc1ccccc1)Cc1cc2cccc(C)c2[nH]c1=O (stereo unspecified)	25	64*
CCCc1c(O)nc(SCC(=O)Nc2ccccc2F)[nH]c1=O	7	19
CN1CCN(c2ccc(NC(=O)c3ccccc3)cc2)CC1	11	-41
CC(C)(C)C(=O)NC1CCN(CC(=O)N(C2CCCCC2)C2CCCCC2)CC1	7	47
Fc1ccccc1Cn1nnc2c(NCCN3CCCCC3)ncnc21	12	-30
CC(C)(C)NC(=O)CN(C(=O)c1ccc2c(c1)OCCO2)c1ccccc1F	6	1
Cc1ccnc(N2CCCC(C(=O)Nc3ccc(C(C)(C)C)cc3)C2)n1 (stereo unspecified)	8	-43
Cn1c(=O)c2c(nc(N3CCNCC3)n2Cc2ccccc2)n(C)c1=O	9	-27
O=C(CSc1nc2ccccc2n1Cc1ccccc1)Nc1ccc2c(c1)OCCO2	8	40
COc1ccc2c(c1)Cc1sc(NC(=O)c3cc(OC)c(OC)c(OC)c3)nc1-2	12	-12
Cc1cc(=O)[nH]c(SCC(=O)OCCOc2ccccc2)n1	12	4
CCOCCCNC(=O)c1c[nH]c2cc(OC)c(OC)cc2c1=O	13	-7
COc1ccc(-n2nnnc2-c2ccc(C#N)cc2)cc1	22	-69
CCC(c1nnnn1C1CCCC1)N(Cc1ccc(OC)cc1)Cc1cc2ccc(C)cc2[nH]c1=O (stereo unspecified)	12	46
Cn1c(SCC(=O)NCc2ccco2)nnc1-c1ccc(S(=O)(=O)N2CCCC2)cc1	9	-9
O=C(CN1CCC(N2CCCCC2)CC1)NCCc1ccccc1	9	6
CCN1/C(=C2/SC(=S)N(NC(C)=O)C2=O)Sc2ccc(OC)cc21	8	-1
CC(=O)Oc1ccccc1C(=O)Oc1ccccc1C(=O)O	12	-6
OC(COc1ccc2ccccc2c1)CN1CCNCC1 (stereo unspecified)	10	-54
Cc1ccc(-c2csc(NC3OC(=O)c4c#cccc43)n2)cc1 (stereo unspecified)	9	-56
CN(C(=O)Cn1nc(-c2cccc3ncccc23)oc1=O)C1CCCCC1	10	-54
O=C(O)CCCCCCN=C1NC(=O)CS1	10	5
COC(=O)C1C(=O)C2=C(CC1C)Nc1ccccc1NC2c1cccc(OC)c1OC (stereo unspecified)	7	-14
Cc1cccc(C)c1N(CC(=O)N1CCCC1)S(C)(=O)=O	6	-17
COc1ccc(-n2c(CNc3ccc(Cl)cc3)nnc2SCC#N)cc1	12	-22

A different layout for some results above:
Value order: EP2 antag	EP2 mod
> O=C(O)CCCCCCN=C1NC(=O)CS1
 : 10	5
> OC(COc1ccc2ccccc2c1)CN1CCNCC1 (stereo unspecified)
 : 10	-54
> Cc1ccc(-c2csc(NC3OC(=O)c4c#cccc43)n2)cc1 (stereo unspecified)
 : 9	-56
> CN(C(=O)Cn1nc(-c2cccc3ncccc23)oc1=O)C1CCCCC1
 : 10	-54
> Cc1cccc(C)c1N(CC(=O)N1CCCC1)S(C)(=O)=O
 : 6	-17
> COc1ccc(-n2c(CNc3ccc(Cl)cc3)nnc2SCC#N)cc1
 : 12	-22
> COC(=O)C1C(=O)C2=C(CC1C)Nc1ccccc1NC2c1cccc(OC)c1OC (stereo unspecified)
 : 7	-14

Screens from PubChem BioAssay.

These rows are one share of the data; rates above refer to the full screens.
